Source: PubChem BioAssay
FBPA coupling cs: coupling enzyme interference in Giardia aldolase counter-screen | AID 2472 | activity change, negative = inhibition, % at 58.2 µM, hits read low | coupling enzyme system counterscreen, AmpLite Red fluorescence | actives 0.67% (n = 290,000); in the data active = activity change below about -30%; note: % is set by controls: 0 for no effect and ±100 for the full control effect
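Counterscreen lacking aldolase: glyceraldehyde-3-phosphate coupling-enzyme reagent preincubated 10 min at RT with compound (at 57.5 uM final), then substrate/coupling system with AmpLite Red added; fluorescence read at 525/598 nm after 20 min RT.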
Giardia kill: Giardia lamblia killing | Giardia lamblia trophozoite viability | actives 0.15% (n = 340,000) | activity change, % at 7.66 µM, hits read low; in the data active = activity change below about -80%; inconclusive = between about -30% and that limit;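 note: parasites exposed to compound for two days anaerobically before the ATP read; % is set by controls: 0 for no effect and ±100 for the full control effect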
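ATP-content bioluminescence gauges trophozoite survival. Cells (100/well) receive compound and incubate anaerobically for 48 hrs at 37 deg C; detection reagent follows for 15-30 min at room temperature.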
GALK inh: galactokinase (human) inhibition; Potency, µM (titrated, usually from 57.5 µM), inactives show at the highest dose activity change, negative = inhibition, actives largely listed as inhibitors; P51570; AID 1868; Purified GALK, Kinase-Glo residual ATP luminescence; actives 0.007% (n = 270,000); note: potency is the fitted concentration of half-maximal effect; % is set by controls: 0 for no effect and ±100 for the full control effect
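The enzyme phosphorylates galactose (100 uM) using ATP (35 uM); inhibition is detected as higher residual ATP, quantified by bioluminescence after 1 h reaction at room temperature, pH 8.0.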
KCNH2 3.1 block: inhibitors of human KCNH2 3.1 potassium channel isoform. activity change, % (tested at about 1.8 µM). U2OS KCNH2 3.1, thallium flux FluxOr; hits give low values. actives 0.95% (n = 340,000);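 active = maximum activity change below -70%; inconclusive = maximum activity change from -70% to -50%; inactive = maximum activity change above -50%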;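 note: thallium influx rate constant from kinetic fluorescence after stimulation buffer; % is set by controls: 0 for no effect and ±100 for the full control effect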
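U2OS cells transduced with KCNH2 3.1 mutant virus (1.77 x 10^8 /mL, 4 h), plated overnight at 37 C, loaded 45 min with FluxOr dye plus Red40 quencher. Thallium flux rate constant from kinetic reads after stimulation buffer, normalised to controls.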
USP2a inh: inhibitors of human ubiquitin-specific protease USP2a; O75604; USP2 core, Ub-CHOP2 coupled fluorogenic reporter, 485/531; Potency, µM (top dose mostly 38.3 µM), for inactives: top-dose activity change, negative = inhibition, usual class: inhibitors; actives 0.01% (n = 330,000);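 note: potency is the fitted concentration of half-maximal effect; plate controls were DMSO wells for no effect and full inhibition by NEM control for full effect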
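Deubiquitinase activity read as fluorescence (485/531 nm) after Ub-CHOP2 cleavage activates the enterokinase reporter on its substrate; USP2 core 10nM, Ub-CHOP2 and substrate 25nM each, 30min compound preincubation then 60min RT; data normalized to NEM, curves fitted.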
Menin-MLL TR inh: displaces Texas Red mutant MLL peptide from human menin | O00255 | Menin + Texas Red MLL mutant peptide, fluorescence polarization | Potency, µM (series often up to 61.6 µM), for the others: at the highest dose FP activity change, negative = inhibition, usual class: inhibitors | actives 0.23% (n = 270,000) | AID 1768; active = well fitted inhibition curve with a large enough effect in the polarisation, with a control signal flat, not every such curve was filed as active; inconclusive = small, poorly fitted or top-dose-only effect, or effect the other way, or a change in a side signal; inactive = no such curve, though single readings can be large or run the other way; the % refers to the polarisation; note: potency is the fitted concentration of half-maximal effect; % of control where 0% means no effect; many of its hits are not listed in these tables
B2AR arrestin: beta2AR (human) beta-arrestin recruitment activity. P07550. beta-arrestin recruitment to beta2AR, cell-based reporter. Potency, µM (titrated, usually from 46.1 µM), for inactives: at the highest dose activation, usual class: activators. actives 0.02% (n = 330,000). AID 492947;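 note: potency is the fitted concentration of half-maximal effect; 0% = DMSO controls and full agonism = EC100 isoproterenol or metaproterenol; nearly all actives have a fitted effect of over 65% in size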
Target sequence (P07550 whole entry, looked up): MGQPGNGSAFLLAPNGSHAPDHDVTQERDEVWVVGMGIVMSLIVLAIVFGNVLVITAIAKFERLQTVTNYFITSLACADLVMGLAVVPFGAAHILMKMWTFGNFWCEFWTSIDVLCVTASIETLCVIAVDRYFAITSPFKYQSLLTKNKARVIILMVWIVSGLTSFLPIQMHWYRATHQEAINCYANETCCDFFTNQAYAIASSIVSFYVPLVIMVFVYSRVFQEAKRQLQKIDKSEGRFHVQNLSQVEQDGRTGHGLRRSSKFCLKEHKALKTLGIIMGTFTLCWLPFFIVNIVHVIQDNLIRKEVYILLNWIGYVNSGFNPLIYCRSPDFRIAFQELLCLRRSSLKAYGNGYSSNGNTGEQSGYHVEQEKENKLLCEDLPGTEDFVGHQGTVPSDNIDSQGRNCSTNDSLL
PKM2 activator: activators of human pyruvate kinase M2 | P14618 | purified PKM2, Kinase-Glo ATP luminescence, activation; response scale: 0% is enzyme alone, no compound | Potency, µM (titrated, usually from 57.5 µM), without a hit: at the top dose activation, actives largely listed as activators | actives 0.34% (n = 260,000) | AID 1631; note: potency is the fitted concentration of half-maximal effect; % is set by controls: 0 for no effect and ±100 for the full control effect; nearly all actives have a fitted effect of over 55% in size
Target sequence (P14618 whole entry, looked up): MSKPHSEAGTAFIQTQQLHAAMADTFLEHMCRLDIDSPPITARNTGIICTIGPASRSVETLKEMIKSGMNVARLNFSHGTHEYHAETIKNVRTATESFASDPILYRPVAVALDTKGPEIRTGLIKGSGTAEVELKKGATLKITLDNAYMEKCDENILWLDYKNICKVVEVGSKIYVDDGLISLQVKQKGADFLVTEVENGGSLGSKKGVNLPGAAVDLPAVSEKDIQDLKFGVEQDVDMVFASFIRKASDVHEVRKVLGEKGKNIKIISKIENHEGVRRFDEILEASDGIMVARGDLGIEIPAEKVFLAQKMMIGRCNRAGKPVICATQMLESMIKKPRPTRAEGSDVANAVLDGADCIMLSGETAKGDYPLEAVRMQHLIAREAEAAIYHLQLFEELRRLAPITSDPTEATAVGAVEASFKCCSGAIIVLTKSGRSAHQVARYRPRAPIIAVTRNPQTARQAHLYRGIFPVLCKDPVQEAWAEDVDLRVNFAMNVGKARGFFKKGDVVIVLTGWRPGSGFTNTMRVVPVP
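Purified hPK-M2 (>95%) run at intermediate activity with 0.1 mM ADP and 0.5 mM PEP in 50 mM imidazole pH 7.2, KCl, MgCl2; 1 h room temperature. ATP formed read by Kinase-Glo luminescence; normalized to uninhibited and no-enzyme controls.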
TRPV1 agonist: human TRPV1 agonism | actives 0.19% (n = 320,000) | TRPV1-expressing cells, Fluo-8 calcium influx, agonist mode | AID 540275 | activation, % at 8.33 µM; in the data active = activation above about 80%; inconclusive = between about 30% and that limit; note: 0% is about no effect
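Cells expressing TRPV1 were dye-loaded with Fluo-8 and read kinetically: 10 s baseline, 3 min after compound (agonist portion), then 2 min after EC20 capsaicin (allosteric enhancer portion). Calcium-bound dye fluorescence at 480/520 nm.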
KCNH2 WT inh: inhibitors of human wildtype KCNH2 potassium channel; U2OS, BacMam KCNH2, thallium flux FluxOr; hits give low values; actives 0.37% (n = 340,000); Q12809; activity change, % at 1.84 µM; AID 720551;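 active = maximum activity change below -70%; inconclusive = maximum activity change between -70% and -50%; inactive = maximum activity change above -50%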; note: % is set by controls: 0 for no effect and ±100 for the full control effect
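U2OS cells were transduced with wild-type KCNH2 virus (2.03 x 10^8 / mL) for 4 h at room temperature, then cultured overnight at 37 C. Thallium flux was read with FluxOr dye. Rate constants were normalized to DMSO controls.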
CXXC DNA block: blocks binding of human MLL CXXC domain to DNA. Q03164. MLL-CXXC / FITC-HOXA9 DNA fluorescence polarization. Potency, µM (doses to about 115 µM), for the others: top-dose activity change, negative = inhibition, actives largely listed as inhibitors. actives 0.037% (n = 290,000); active = well fitted inhibition curve with a large enough effect in the polarisation, with a control signal flat, not every such curve was filed as active; inconclusive = small, poorly fitted or top-dose-only effect, or effect the other way, or a change in a side signal; inactive = no such curve, though single readings can be large or run the other way; the % refers to the polarisation; note: potency is the fitted concentration of half-maximal effect
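Steps: dispense CXXC domain solution (7 uM) → pin compounds or unlabeled HOX-A9 DNA control → 5 min ambient → add FLSN-HOX-A9 solution (50 nM) → spin → 30 min ambient → fluorescence polarization. Tris pH 7.5/NaCl/DTT/BSA buffer.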
Starred values were filed as active, the others as inactive; i = inactive; u = inconclusive; x = not tested or not shown; [ ] = dose if it differs, or a comment. Unless noted, calls come from the whole dose curve; as a rule, active = well fitted curve in the direction sought with a large enough effect; inconclusive = small, poorly fitted or top-dose-only effect, or another doubt; inactive = no such curve, though single readings can be large; an effect the other way counts as inactive or inconclusive. This is a subset (hit frequency here may not be typical).

SMILES | FBPA coupling cs | Giardia kill | GALK inh | KCNH2 3.1 block | USP2a inh | Menin-MLL TR inh | B2AR arrestin | PKM2 activator | TRPV1 agonist | KCNH2 WT inh | CXXC DNA block
CCc1cc(=O)oc2cc(C)c3c(C)coc3c12 | 0 | 16 | -1% | -4 | 0% | -7% | 0.1% | -8% | 2 | -2 | -2%
COC(=O)c1ccc(OC)c(CSc2nnc(COc3cccc(C)c3)o2)c1 | 0 | 1 | -2% | -14 | 4% | 17% | -0.6% | 9% | 8 | 8 | -4%
COC(=O)c1ccc(-n2nnnc2SCC(=O)NCc2cccc(C(=O)O)c2)cc1 | 2 | -14 | -1% | 6 | -1% | -7% | -0.3% | -11% | -1 | 6 | 20%
O=C(COC(=O)c1cnc(Cl)c(Cl)c1)NC1CCCCCC1 | x | 12 | x | 15 | 0% | x | 0.3% | x | 7 | -8 | x
Cc1cc2cc(CNC(=O)c3ccco3)ccc2n1C | -17 | 4 | 2% | -7 | -3% | x | 2.4% | u | -4 | -13 | -14%
Cn1c(CNC(=O)Nc2ccccc2)nnc1SCc1ccccc1 | 2 | 5 | 0% | -12 | 1% | -13% | -1.0% | 0% | 1 | 6 | 3%
Cc1cnc(NC(=O)c2c(Cl)cnn2C)s1 | x | -11 | 7% | 14 | -1% | x | 0.4% | -26% | 0 | 2 | 20%
CC(=O)Nc1ccc(/C(C)=N/NC(=O)c2ccc(F)cc2)cc1 | -1 | -19 | 1% | 6 | 1% | 5% | 0.2% | -10% | 26 | 2 | 2%
Fc1cc2nc(-c3ccncc3)[nH]c2cc1F | 0 | u | -1% | 13 | -2% | 15% | -1.0% | -3% | -1 | 4 | 0%
O=C(Nc1cccc(Cl)c1)Nc1nnc(-c2ccncc2)s1 | 0 | -13 | 2% | -12 | 0% | -11% | -3.8% | -2% | 1 | -2 | 16%
O=c1ccnc(SCCC(F)=C(F)F)[nH]1 | 3 | -2 | -2% | 5 | -1% | -1% | 0.0% | -1% | -2 | 0 | 3%
Cc1ccc(C(=O)Oc2coc(CSc3nnc(NC(=O)C4CC4)s3)cc2=O)cc1C | -1 | 1 | 0% | 1 | -1% | -16% | -0.3% | -4% | 1 | -2 | 135%[activator]
O=C(NNC(=O)c1cc2ccccc2cc1O)Nc1ccc(Br)cc1 | 2 | -1 | -4% | x | -1% | u | -0.4% | 8% | 1 | -13 | 11%
Cc1[nH][nH]c(=O)c1C(c1c(C)[nH][nH]c1=O)c1cn(Cc2ccc(F)cc2)c2ccccc12 | -47* | -8 | -4% | 7 | -2% | -18% | -0.5% | 3% | 4 | 0 | 4%
COc1ccc(N(CC(=O)Nc2ccc(C)cc2C)S(=O)(=O)c2ccccc2[N+](=O)[O-])c(OC)c1 | -3 | 2 | -3% | 8 | -2% | 1% | 0.0% | 2% | -1 | 4 | 4%
COc1ccc(NC(=O)Cn2nnc(-c3ccccc3NS(=O)(=O)c3ccc(OC)cc3)n2)cc1 | -4 | 11 | 0% | 8 | -18% | -9% | 5.4% | -17% | 4 | 4 | u
Cc1ccccc1NC(=O)c1sc2nc3c(c(-c4ccco4)c2c1N)CCCC3 | 0 | 3 | 1% | -19 | 2% | -3% | -0.1% | 3% | 2 | -2 | 17%
CCn1c(SCC(=O)N/N=C/c2cc(OC)c(O)c(OC)c2)nc2ccccc21 | 0 | 19 | -3% | 18 | 0% | -17% | 0.3% | 0% | 10 | 21 | -6%
CC(=O)NCCc1nc2cc(NC(=O)c3cccc([N+](=O)[O-])c3)ccc2n1C | -1 | 10 | x | -5 | 0% | -19% | -0.1% | x | 4 | -2 | 3%
O=C(COc1ccccc1CNCc1ccccc1)Nc1ccccc1 | 3 | 15 | -2% | -4 | 2% | -23% | -1.5% | 1% | -2 | 2 | 9%
CCOC(=O)Cc1csc(NC(=O)c2cccc([N+](=O)[O-])c2)n1 | 1 | 4 | 0% | -4 | 3% | -2% | 0.0% | x | -4 | 2 | 11%
O=C(NCCc1cccc(F)c1)C1CCC(=O)N(C2CCCCCC2)C1 (stereo not given) | 0 | 22 | x | -4 | 2% | -12% | 0.0% | -1% | -3 | -4 | -10%
Cc1cccc(-n2ncc3c2CCCC3NC(=O)CN2CCOC2=O)c1C (stereo not given) | x | 10 | -2% | -1 | 0% | x | 0.3% | x | -6 | -14 | -1%
COc1ccc(C(=O)N2CCCC2)cc1S(=O)(=O)N1CCOCC1 | 1 | 2 | 0% | -7 | x | 11% | x | -9% | 2 | -19 | 2%
CC1CC(C)CN(CCCNC(=O)c2ccc(N3CCCC3=O)cc2)C1 (stereo not given) | x | -9 | 1% | -4 | 2% | x | 0.5% | x | 3 | -7 | 5%
Cc1ccc(CNC(=O)COC(=O)Cn2nc(C)c([N+](=O)[O-])c2C)cc1 | 2 | -5 | -1% | x | 9% | 3% | -0.1% | -1% | 8 | -30 | 25%
CC(=O)OCC(=O)N1N=C(c2ccc3ccccc3c2)CC1c1ccccc1 (stereo not given) | 1 | -19 | -2% | -10 | -15% | -6% | -0.4% | -1% | 17 | i | 16%
CC(C)CNC(=O)NC(=O)COC(=O)c1cc([N+](=O)[O-])ccc1NCc1ccccc1Cl | -1 | x | 3% | x | 1% | -7% | 0.0% | 0% | 2 | x | -1%
Cc1[nH]n(-c2ccccc2)c(=O)c1/C=N/NC(=O)c1cccc([N+](=O)[O-])c1 | -5 | 3 | 0% | 0 | 3% | u | 0.1% | -3% | 14 | 5 | 13%
NS(=O)(=O)c1ccc(CCn2c(=S)[nH]c3ccccc3c2=O)cc1 | 1 | -27 | x | -17 | -1% | x | 0.3% | 0% | 5 | -8 | 18%
C[C@@H]1CN(C2CCN(Cc3nc(C(c4ccccc4)c4ccccc4)no3)CC2)C[C@H](C)O1 | 0 | 27 | -1% | -1 | 8% | 0% | 0.4% | 13% | 2 | 8 | 13%
Cc1ccc(C(C)C)c(OCCNC(=O)c2ccccc2O)c1 | 1 | -15 | 3% | -4 | 2% | 75%[activator] | -0.5% | 0% | u | 15 | -10%
CCNC(=S)Nc1c(C)n(C)n(-c2ccccc2)c1=O | 1 | -11 | -1% | -4 | 3% | 4% | 0.2% | -18% | -1 | -3 | 5%
CCOc1ccc(-c2c(C(=O)N/N=C/c3ccc(C)cc3)nnn2-c2nonc2N)cc1 | 1 | -13 | 9% | -8 | -1% | x | -0.4% | -1% | 0 | 4 | 6%
O=C(Nc1ccccc1N1CCCCC1)c1cccc(F)c1 | 3 | -4 | 1% | -16 | -1% | -7% | -0.5% | -3% | 2 | -7 | 14%
COc1ccc(S(=O)(=O)N2CCC(C(N)=O)CC2)cc1C(=O)N1CCCCCC1 | -2 | -13 | 2% | 0 | 1% | 8% | -0.8% | x | 0 | 1 | 1%

By substructure: the entries above with a furan ring, fused or not
SMILES | FBPA coupling cs | Giardia kill | GALK inh | KCNH2 3.1 block | USP2a inh | Menin-MLL TR inh | B2AR arrestin | PKM2 activator | TRPV1 agonist | KCNH2 WT inh | CXXC DNA block
CCc1cc(=O)oc2cc(C)c3c(C)coc3c12 | 0 | 16 | -1% | -4 | 0% | -7% | 0.1% | -8% | 2 | -2 | -2%
Cc1cc2cc(CNC(=O)c3ccco3)ccc2n1C | -17 | 4 | 2% | -7 | -3% | x | 2.4% | u | -4 | -13 | -14%
Cc1ccccc1NC(=O)c1sc2nc3c(c(-c4ccco4)c2c1N)CCCC3 | 0 | 3 | 1% | -19 | 2% | -3% | -0.1% | 3% | 2 | -2 | 17%

Next section
SMILES | FBPA coupling cs | Giardia kill | GALK inh | KCNH2 3.1 block | USP2a inh | Menin-MLL TR inh | B2AR arrestin | PKM2 activator | TRPV1 agonist | KCNH2 WT inh | CXXC DNA block
O=C(NNC(=O)c1cccs1)c1ccc2ccccc2c1 | 0 | -6 | 2% | 6 | 1% | -4% | 0.1% | -3% | 23 | 1 | -21%
Cc1cccc(-n2ccc(=O)c(C(=O)Nc3ccc(S(=O)(=O)Nc4onc(C)c4C)cc3)n2)c1 | x | 12 | 1% | -1 | 0% | x | -0.2% | x | -5 | -3 | 2%
O=C(COC(=O)CC(c1ccccc1)c1ccccc1)Nc1cccc(F)c1 | 0 | -11 | 0% | 2 | -2% | 20% | 0.3% | -1% | 29 | 1 | 3%
CCc1ccc(-c2cc(C)no2)cc1S(=O)(=O)N1CCN(c2ccccc2)CC1 | x | 38[activator] | -3% | -18 | 0% | x | -0.1% | x | 6 | -18 | 2%
